# Assay outcomes: PubChem BioAssay, Broad Institute
# S100A4 inh HTS: inhibitors of S100A4-myosin IIA peptide binding, primary screen, biochemical, fluorescence polarization, TAMRA-MyoIIA peptide | inhibition, % at 10.7 µM | 360,000 compounds, 0.14% hits;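 active = mean inhibition of at least 70% across replicates, with every replicate also reaching that level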
# Target sequence (P26447 whole entry, looked up): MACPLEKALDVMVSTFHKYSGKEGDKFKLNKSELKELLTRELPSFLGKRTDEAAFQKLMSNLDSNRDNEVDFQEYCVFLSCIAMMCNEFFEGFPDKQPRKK
#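 Material: S100A4 monomer protein / Buffer or medium: 50 mM HEPES pH 7.2, 10 mM CaCl2, 100 mM KCl / Times: 5 min incubation before reading / Benchmarks: neutral control DMSO, positive control TFP / Reagent: labelled myosin peptide probe, 5 nM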
# FN deposit inh: inhibitors of fibronectin matrix deposition, primary screen, AH1F cells, Alexa488-fibronectin fluorescence, plate reader; inhibition, % at 12.6 µM; AID 743247, 2014; 350,000 compounds, 0.086% hits; AH1F fibroblasts, overnight;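 active = mean inhibition across replicates of 30% or more, regardless of how many single replicates reach that level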;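 also: positive control wells lacked labelled fibronectin entirely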
#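 Material – AH1F fibroblast monolayer, labelled fibronectin deposition · Reagent – labelled fibronectin 24 nM · Timing – 1 h adhesion, overnight exposure · Measured by – fluorescence at 485 nm excitation, 525 nm emission · Read-out – inhibition of fibronectin deposition signal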
# LGR2 inh: inhibitors of bursicon-induced LGR2 CRE-luciferase signal, primary screen, cell-based, HEK293, CRE-luciferase reporter, bursicon stimulation. bursicon-stimulated, 4 h. AID 720647, 2013. inhibition, % at 9.99 µM. Drosophila bursicon receptor LGR2 (rickets). 380,000 compounds, 0.35% hits;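 active = drop in luminescence signal, shown as inhibition above about 50% in the replicate tests, limit read from the data, passing the limit was not always enough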;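 also: agonist challenge used bursicon conditioned medium at about half maximal strength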
# SIRT5 inh: SIRT5 desuccinylase inhibitors, primary screen, biochemical, fluorescence imaging, single point, set 5; NAD-dependent protein deacylase sirtuin-5, mitochondrial (Homo sapiens), Q9NXA8; Purified SirT5, succinyl-peptide AMC, trypsin-coupled fluorescence; inhibition, % at 15 µM; 330,000 compounds, 1.1% hits; AID 652115, 2013; in the data active = inhibition above about 15%
# Target sequence (Q9NXA8 whole entry, looked up): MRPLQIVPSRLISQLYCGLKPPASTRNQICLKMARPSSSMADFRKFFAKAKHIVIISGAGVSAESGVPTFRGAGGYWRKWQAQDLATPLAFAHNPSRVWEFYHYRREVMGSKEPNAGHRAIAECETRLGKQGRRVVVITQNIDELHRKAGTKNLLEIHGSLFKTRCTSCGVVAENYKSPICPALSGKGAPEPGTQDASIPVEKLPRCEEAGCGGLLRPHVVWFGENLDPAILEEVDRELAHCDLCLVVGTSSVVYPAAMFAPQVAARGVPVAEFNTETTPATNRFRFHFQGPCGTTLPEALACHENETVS
# esBAF inh: Bmi1 luciferase reporter increase in mESCs, primary screen, esBAF inhibitor project, mouse ES cells, Bmi1 luciferase knock-in, single point; reporter increase, % at 12.5 µM; 350,000 compounds, 2% hits; 24 h; 100% = twice the neutral-well signal; in the data active = activation above about 40%;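 also: 0% = median of the plate's neutral control wells and 100% = double that signal; a rise in the Bmi1 reporter signal indicates esBAF inhibition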
# Statin myotox sup: suppressors of statin myotoxicity in C2C12 myotubes, primary screen, cell-based, single point, plate reader; AID 602340, 2012; C2C12 myotubes + simvastatin, ATP luminescence, 48 h; scaled: DMSO 0, geranylgeraniol control 100; rescue of ATP level, % at 7.49 µM; 330,000 compounds, 0.78% hits;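 active = mean ATP rescue above about 67%, or every replicate alone reaching that limit, limit read from the data, passing the limit was not always enough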;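 also: myotubes were challenged with 10 µM simvastatin during compound exposure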
# Casp6 inh: human caspase-6 inhibitors, primary screen, biochemical, VEID-R110 fluorescence, single point, set 2. purified caspase-6, Z-VEID-R110 cleavage fluorescence. inhibition, % at 12.5 µM. 350,000 compounds, 0.53% hits. AID 686996, 2013;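 active = mean inhibition across replicates at least about 35%, with every replicate also reaching that limit, limit read from the data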;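 also: 0% = median of neutral control wells and 100% = no fluorescence left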
# Target sequence (P55212 24-179 limits assumed): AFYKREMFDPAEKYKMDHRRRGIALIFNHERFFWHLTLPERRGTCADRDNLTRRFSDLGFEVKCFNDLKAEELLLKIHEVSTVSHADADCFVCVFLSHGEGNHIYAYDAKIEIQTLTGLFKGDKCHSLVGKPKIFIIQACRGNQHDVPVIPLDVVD
# Target sequence (P55212 194-293 limits assumed): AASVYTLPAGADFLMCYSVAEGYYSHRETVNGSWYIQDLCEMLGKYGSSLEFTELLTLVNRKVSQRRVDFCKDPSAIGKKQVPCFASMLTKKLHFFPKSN
# * hit, by the source's call; · = no result given; & = joins results of further samples. The list is partial, so the mix of outcomes need not match the whole.
# The first 13 entries (preview)
SMILES,S100A4 inh HTS,FN deposit inh,LGR2 inh,SIRT5 inh,esBAF inh,Statin myotox sup,Casp6 inh
COc1ccc(/C=C/C(=O)Nc2ccc3c(c2)CCC3)cc1OC,·,-4,-22,·,47*,5,·
COCC(C)NC(=O)CSc1nnc(-c2cccc(S(=O)(=O)N3CCCCC3)c2)o1 (stereo not given),-1,-2,10,0,·,·,4
O=C(NC1CC1)c1ccc(Cl)c(S(=O)(=O)N2CCOCC2)c1,2,0,-1,0,-1,0,3
CCCn1c(C)cc(C(=O)CN2C(=O)NC3(CCCCCC3)C2=O)c1C,-5,0,·,-5,54*,-19,2
COc1ccc(NC(=O)COC(=O)Cn2nnc3ccccc32)cc1,5,8,14,-5,·,·,-2
Cc1cc(NC(=O)CSc2nnc3c(C)cc4ccccc4n23)no1,-3,·,3,11,·,·,0
N/C(=N\OC(=O)CCC1CCCCC1)c1cccnc1,·,0,·,·,25,-4,·
Fc1cccc(CN2CCC(Cc3ccccc3)CC2)c1,8,-8,-10,-9,-3,-7,0
C[C@@H](NC(=O)C[C@@H]1C=C[C@@H](NC(=O)Nc2ccc3c(c2)OCO3)[C@H](CO)O1)c1ccccc1,5,-1,5,-1,4,0,1
COC(=O)Cc1[nH]c(Cl)nc1C(N)=O,-4,0,10,-1,·,·,-1
CCCc1cc(C(=O)Nc2cccc(C(C)=O)c2)no1,-3,-1,·,2,51*,2,1
Cc1cccc(S(=O)(=O)N2C[C@@H]3[C@H](c4ccccc42)[C@H](CO)N3Cc2cccnc2)c1,-2,·,-1,0,3,27,-2
Cn1cnc(S(=O)(=O)N2CCCCN3[C@H](CO)[C@H](c4ccc(C#CC5CCCC5)cc4)[C@@H]3C2)c1,-3,·,9,1,1,-11,-3

# The listing, from the start:
SMILES,S100A4 inh HTS,FN deposit inh,LGR2 inh,SIRT5 inh,esBAF inh,Statin myotox sup,Casp6 inh
COc1ccc(/C=C/C(=O)Nc2ccc3c(c2)CCC3)cc1OC,·,-4,-22,·,47*,5,·
COCC(C)NC(=O)CSc1nnc(-c2cccc(S(=O)(=O)N3CCCCC3)c2)o1 (stereo not given),-1,-2,10,0,·,·,4
O=C(NC1CC1)c1ccc(Cl)c(S(=O)(=O)N2CCOCC2)c1,2,0,-1,0,-1,0,3
CCCn1c(C)cc(C(=O)CN2C(=O)NC3(CCCCCC3)C2=O)c1C,-5,0,·,-5,54*,-19,2
COc1ccc(NC(=O)COC(=O)Cn2nnc3ccccc32)cc1,5,8,14,-5,·,·,-2
Cc1cc(NC(=O)CSc2nnc3c(C)cc4ccccc4n23)no1,-3,·,3,11,·,·,0
N/C(=N\OC(=O)CCC1CCCCC1)c1cccnc1,·,0,·,·,25,-4,·
Fc1cccc(CN2CCC(Cc3ccccc3)CC2)c1,8,-8,-10,-9,-3,-7,0
C[C@@H](NC(=O)C[C@@H]1C=C[C@@H](NC(=O)Nc2ccc3c(c2)OCO3)[C@H](CO)O1)c1ccccc1,5,-1,5,-1,4,0,1
COC(=O)Cc1[nH]c(Cl)nc1C(N)=O,-4,0,10,-1,·,·,-1
CCCc1cc(C(=O)Nc2cccc(C(C)=O)c2)no1,-3,-1,·,2,51*,2,1
Cc1cccc(S(=O)(=O)N2C[C@@H]3[C@H](c4ccccc42)[C@H](CO)N3Cc2cccnc2)c1,-2,·,-1,0,3,27,-2
Cn1cnc(S(=O)(=O)N2CCCCN3[C@H](CO)[C@H](c4ccc(C#CC5CCCC5)cc4)[C@@H]3C2)c1,-3,·,9,1,1,-11,-3
CCN(c1ccccc1)S(=O)(=O)c1ccc(Cl)c(C(=O)OCC(=O)c2[nH]c(C)c(C(C)=O)c2C)c1,-1,-9,-2,-5,-1,14,1
COC(=O)c1ccc(Nc2cc(C)nc3ccc(C)cc23)cc1,-5,12,74*,-2,·,·,5
CCOc1ccc(N2CC(C(=O)N3CCCCC3)CC2=O)cc1 (stereo not given),-1,-10,-5,1,-1,4,-5
COc1ccc(C(=O)CC(=O)C(=O)Nc2cc(C)ccc2C)cc1,-6,-2,2,-2,1,5,2
O=C1Nc2ccccc2-n2nnnc2C1N1CCN(c2cccc(C(F)(F)F)n2)CC1 (stereo not given),25,-5,-1,1,·,·,1
O=C(Nc1ccccc1F)N1CC(=O)N2[C@H](C1)[C@@H](c1ccc(C#CC3CCCC3)cc1)[C@@H]2CO,·,-5,9,19*,·,·,·
Cc1ccc(-c2cc(C(=O)Nc3ccccc3C(N)=O)c3ccccc3n2)o1,2,3,6,3,·,·,-4
CC(=O)N1c2ccc(S(=O)(=O)NCC3CCC(C(=O)Nc4ccc(C)cn4)CC3)cc2CC1C (stereo not given),2,1,2,1,-23,-24,1
COCC(=O)Nc1ccc2c(c1)[C@@H]1C[C@H](CC(=O)OC)O[C@H](CO)[C@@H]1O2,1&6,-1&3,-3,-3&2,6,-4,-1
COc1cc(C(CCN2CCCC2)c2c(OC)cc(OC)c3c(-c4ccccc4)cc(=O)oc23)cc(OC)c1OC (stereo not given),1,17,-5,-10,2,-48,-4
CN(C)CCCNC(=O)c1cc(C(=O)c2ccccc2F)c[nH]1,-4,7,17,-1,-5,-26,-1
Cc1cc(C)n2nc(CC(=O)NNC(=O)COc3cccc(C)c3C)nc2n1,-3,2,3,-5,-1,3,-4
Cc1noc(C)c1S(=O)(=O)N(C)C[C@@H]1Oc2ccc(NC(=O)NC3CCCCC3)cc2CC(=O)N([C@H](C)CO)C[C@@H]1C,6,2,-8,3,0,-38,0
O=C(Cc1ccccn1)N[C@@H]1CC[C@H](CCn2cc(-c3ccc(F)cc3)nn2)O[C@H]1CO,-25,1,15,-4,·,·,-2
COC(=O)[C@]12CCCCC=C1N(CCC1=CCCCC1)C(=O)[C@H](CC(=O)N1CCN(C(=O)c3ccco3)CC1)C2,9,12,-8,5,·,·,5
COc1ccc(NC(=O)Nc2ccccc2F)c(C)c1,-1,4,-13,-2,·,·,0
CCOC(=O)c1c(C)[nH]c(C)c1C(=O)COC(=O)/C=C/c1ccc(OC(F)F)cc1,-2,8,14,3,-6,-1,1
Cc1c(NC(=O)COC(=O)c2cccc(F)c2)c(=O)n(-c2ccccc2)n1C,-4,·,-7,·,-4,3,0
O=C(N/N=C/c1cn(-c2ccccc2)nc1-c1ccccc1)c1ccco1,·,-6,·,·,44*,-12,·
CO[C@H]1CN(C)C(=O)c2ccc(NC(=O)C3CC3)cc2OC[C@H](C)N(C(=O)c2cnccn2)C[C@@H]1C,20,-4,-1,-1,-2,-8,3
C=CCc1cc(Cl)ccc1OCCN(C)C,4,·,-21,0,7,-10,-11
CC=CCn1c(SCc2ccccc2)nc2c1c(=O)[nH]c(=O)n2C,-4,5,-14,-2,3,12,-2
O=C(Cn1nnc(-c2ccc(S(=O)(=O)N3CCCC3)cc2)n1)NCC1CCCO1 (stereo not given),·,0,0,·,1,10,·
COC(=O)c1ccccc1NC(=O)CSc1nc2cccnc2n1C,-4,-12,-2,8,·,·,2
COc1cccc(OC)c1OC(=O)c1ccccc1,4,-9,-1,-2,·,·,-2
CCCn1c(C)cs/c1=N\C(=S)Nc1ccccc1,3,-2,-4,-5,·,·,2
O=C(NCCc1ccc(Cl)cc1)c1cnccn1,-6,19,2,-1,0,0,1
Cc1ccc(S(=O)(=O)N(CC(=O)O)Cc2ccco2)cc1,1,6,-8,-1,·,·,63*
CCS(=O)(=O)Nc1ccc2c(c1)C(=O)N(C)[C@H]1CC[C@H](CC(=O)N3CCOCC3)O[C@H]1CO2,50,-3,-3,-2,6,3,0
O=C1C(O)=CC(=C(c2ccccc2)c2ccccc2)c2ccccc21,-6,20,-17,0,1,-3,16
N#C[C@@H]1[C@H](c2ccc(C3=CCCCC3)cc2)[C@@H](CO)N1C(=O)NC1CCCCC1,0,-6,8,4,7,-2,0
CCCN1C[C@@H](C)[C@H](OC)CN(C)C(=O)c2ccc(NC(=O)Nc3c(C)noc3C)cc2OC[C@H]1C,-17,-4,-6,3,3,8,·
CC(C)CN=CC1=C(O)c2ccccc2C1=O,0,7,·,·,·,·,-1
Cc1ccc(CCN2C(=O)c3ccccc3C2C(=O)NCc2cccnc2)cc1 (stereo not given),3,0,-5,2,-5,4,0
CCn1nccc1C(=O)Nc1ccccc1OC,6,-4,1,-2,2,9,0

# The list goes on (2 carried over from the part before).
SMILES,S100A4 inh HTS,FN deposit inh,LGR2 inh,SIRT5 inh,esBAF inh,Statin myotox sup,Casp6 inh
Cc1ccc(CCN2C(=O)c3ccccc3C2C(=O)NCc2cccnc2)cc1 (stereo not given),3,0,-5,2,-5,4,0
CCn1nccc1C(=O)Nc1ccccc1OC,6,-4,1,-2,2,9,0
Cc1ccc(S(=O)(=O)NCCC(=O)NC2CCC(C)CC2)cc1 (stereo not given),-7,-1,6,1,-2,11,-1
Oc1ccc(C[C@H]2CNC(=S)N2CC2CCCN2C[C@H](Cc2ccc(O)cc2)N2C[C@H](Cc3ccccc3)N(CC3CCCCC3)C2=S)cc1 (stereo not given in full),0,·,15,-2,1,-8,0
CC(OC(=O)CCCNC(=O)c1ccc(Cl)cc1)C(=O)N(C)Cc1ccccc1 (stereo not given),2,·,-7,2,-9,12,-1
C[C@H](NC(=O)[C@H]1[C@H](CO)[C@H]2Cn3c(cccc3=O)[C@@H]1N2C(=O)C1CCC1)c1ccccc1,8,-8,-11,5,-3,4,1
Cc1nnc(NC(=O)Cn2nc(C)c3ccccc3c2=O)s1,-17,-4,8,1,3,4,-5
